# MazEF act: MazEF (E. coli) toxin RNase activation | P0AE70 | FAM/BHQ RNA-DNA oligo cleavage fluorescence, 5 h | 350,000 tested, 0.32% active | AID 504720 | activation, % at 20 µM; in the data active means activation above about 50%
# Target sequence (P0AE70 whole entry, looked up): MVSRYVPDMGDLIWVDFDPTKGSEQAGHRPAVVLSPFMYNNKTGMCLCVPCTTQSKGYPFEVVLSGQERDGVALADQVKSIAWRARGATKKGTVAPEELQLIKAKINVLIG
# PfHsp40 rescue: restores yeast growth despite PfHsp40 toxicity. S. cerevisiae expressing PfHsp40, growth rescue, ATP luminescence. growth rescue, % at 12.5 µM. 340,000 tested, 0.68% active. AID 504582; in the data active means growth rescue above about 28%, passing the limit was not always enough;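 further: yeast W303a lacking pdr1 and pdr3 grown in galactose medium; growth measured after three days at 30 °C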
# Rv3671c inh: inhibitors of M. tuberculosis serine protease Rv3671c. P9WHR9. inhibition, % at 5.96 µM. 320,000 tested, 0.048% active; in the data active means inhibition above about 38%;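 further: extracellular domain of Rv3671c used as enzyme; 0% = enzyme with DMSO and 100% = no enzyme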
# Target sequence (P9WHR9 whole entry, looked up, the tested form may be a part): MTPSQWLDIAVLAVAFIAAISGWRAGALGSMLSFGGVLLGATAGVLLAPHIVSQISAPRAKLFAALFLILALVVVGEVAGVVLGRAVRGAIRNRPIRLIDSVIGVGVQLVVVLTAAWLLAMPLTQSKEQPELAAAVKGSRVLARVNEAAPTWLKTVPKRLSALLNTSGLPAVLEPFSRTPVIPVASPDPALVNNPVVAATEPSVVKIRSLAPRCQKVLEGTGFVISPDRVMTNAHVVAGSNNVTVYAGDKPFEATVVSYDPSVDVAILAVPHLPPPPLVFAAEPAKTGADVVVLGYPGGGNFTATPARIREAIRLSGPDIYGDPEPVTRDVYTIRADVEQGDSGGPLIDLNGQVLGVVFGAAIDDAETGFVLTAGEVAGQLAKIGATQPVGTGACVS
# TcdB GH inh: inhibitors of Clostridioides difficile toxin B glycohydrolase | P18177 | TcdB glycohydrolase enzymatic assay, plate reader | inhibition, % at 9.99 µM | 350,000 tested, 0.24% active; in the data active means inhibition above about 10%
# Anthrax LF prot: anthrax lethal factor protease inhibition. P15917. multiplex microsphere protease cleavage assay, LF. inhibition, % at 10 µM. 360,000 tested, 0.12% active. AID 588501; in the data active means inhibition above about 30%; further: plate controls were buffer without enzyme for full effect and enzyme alone for no effect
# Yp Topo-I inh: blocks Yersinia pestis topoisomerase I activity; activity, % at 10 µM; Y. pestis Topo-I cleavage product accumulation, plate reader; 360,000 tested, 0.064% active; in the data active means activity above about 50%, passing the limit was not always enough; further: inactives centre near 2
# DUSP3 inh: blocks human VHR1 dual specificity phosphatase; P51452; inhibition, % at 13.3 µM; 290,000 tested, 0.52% active; recombinant VHR phosphatase, pNPP absorbance; in the data active means inhibition above about 50%; further: some compounds called inactive have numbers as strong as hits
# Target sequence (P51452 whole entry, looked up): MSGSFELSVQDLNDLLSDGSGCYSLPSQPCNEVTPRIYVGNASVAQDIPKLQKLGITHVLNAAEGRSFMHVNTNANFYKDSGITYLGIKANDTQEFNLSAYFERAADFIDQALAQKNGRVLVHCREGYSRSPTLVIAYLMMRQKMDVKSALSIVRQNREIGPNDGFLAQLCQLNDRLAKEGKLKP
# BH1578 lux ind: induces V. cholerae light production without autoinducers | V. cholerae BH1578 lux reporter, luminescence, 6 h | activation, % at 18.7 µM | 350,000 tested, 0.16% active; in the data active means activation mostly above about 9.7%, no sharp cut-off; further: not every result past the cut was called active; inactives centre near 0; reference of the scale not given here
# SSB-PriA inh: blocks PriA binding to SSB C-terminal tail; 430,000 tested, 0.6% active; AlphaScreen SSBct-PriA binding, biotinylated peptide; inhibition, % at 33 µM; AID 1272365; in the data active means inhibition mostly above about 37%, no sharp cut-off; inactive means mostly below about 20%;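 further: plate controls were negative control peptide for no effect and reference peptide for full effect; strong numbers were not always called active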
# SARS 3CLpro inh: SARS-CoV 3CLpro protease inhibition. P0C6X7. recombinant SARS-CoV 3CLpro, quenched FRET peptide cleavage. inhibition, % at 6 µM. 290,000 tested, 0.14% active; in the data active means inhibition above about 12%
# Starred values were filed as active, the others as inactive; i = inactive; x = no result given; & = joins results of further samples. A portion of the library. The share of hits here may be higher or lower than overall.
canonical_smiles	MazEF act	PfHsp40 rescue	Rv3671c inh	TcdB GH inh	Anthrax LF prot	Yp Topo-I inh	DUSP3 inh	BH1578 lux ind	SSB-PriA inh	SARS 3CLpro inh
Cc1nc2ccccc2n1C(=O)c1ccc(Cl)cc1[N+](=O)[O-]	10	-0.7	1	x	-1	4	3	-0.2	-1	4
COc1ccc(CN2C[C@@H](CO)O[C@@H](n3cnc4c(N5CCN(CCO)CC5)ncnc43)C2)cc1	x	x	x	0.5	-5	4	x	-0.5	x	x
O=S(=O)(Nc1ccc(N2CCCCC2)cc1)c1cccc2cccnc12	0	-2.2	2	x	-14	4	5	0.7	2	-1
C/C(=N\NC(=O)c1c(Br)c(C)nn1C)c1cccc(NC(=O)C2CCC2)c1	0	-0.2	-1	x	3	-1	49	i	x	2
O=C(N/N=C/c1cccc([N+](=O)[O-])c1)c1ccc2nc[nH]c2c1	-3	-1.4	5	x	-2	-3	0	5.9	x	-4
Cc1ccc2cc(CN(CC(C)C)S(=O)(=O)c3cccc4nonc34)c(=O)[nH]c2c1	6	-1.3	0	0.9	1	1	11	i	-10	4
CCN1C[C@@H]2[C@@H]3C(=O)N(Cc4ccccc4)C(=O)[C@@H]3[C@](CC)(C(=O)OC)N2C1=NC1CCCCC1	16	0.2	x	1.5	-1	9	x	-6.2	-14	x
CC(C)N(C)c1ncnc2c1ncn2[C@H]1CN(Cc2ccc(Cl)cc2)C[C@@H](CO)O1	x	x	x	1.8	6	40	x	-0.8	x	x
Cc1ccc(NC(=O)COC(=O)c2ccccc2Cl)cc1S(=O)(=O)N(C)C	4	1.1	16	1.5	-4	8	13	i	-5	-1
COc1ccc(-c2ocnc2C(=O)Nc2ccc3c(c2)CCC3)cc1	-9	-0.3	1	-0.3	-10	2	11	-0.5	-6	4
CCCOc1ccc(N2C(=O)CC(SC(=NC)Nc3ccc(F)cc3)C2=O)cc1 (stereo not given)	-9	-1.4	4	x	2	6	10	-0.3	-14	-2
CSCCC(NC(=O)C1CCC(C)CC1)C(=O)NCCN1CCOCC1 (stereo not given)	4	0.1	-9	x	2	-9	15	-2.2	-5	-7
CCCNC(=O)c1csc2c1CCCCC2	9	0.1	-3	x	2	-5	42	-1.6	-10	-6
Cc1occc1C(=O)N/N=C/c1sc(N2CCOCC2)nc1-c1ccccc1	-18	0.7	7	1.9	-2	-1	8	i	x	3
Cc1ccccc1OCC(=O)NNC(=O)Nc1ccccc1	6	-0.3	8	0.2	-3	-1	13	i	-1	0
CC(OC(=O)c1cccc(S(=O)(=O)N2CCCCC2)c1)C(=O)NC1CCCCC1C (stereo not given)	5	1.6	-5	0.9	-1	25	30	i	-19	-2
Cc1ccc(C)c(NC(=O)C(=O)NCCCN2CCOCC2)c1	11	-0.3	2	1.4	-3	-8	15	0.2	-21	0
O=C(C=C(C(=O)c1ccccc1)c1ccccc1)c1ccccc1	-2	3.3	x	0.1	-3	9	x	i	-7	x
Cc1ccc(NS(=O)(=O)c2cccc3cccnc23)cc1Cl	6	-1.5	-8	2.0	4	0	9	-0.5	-5	0
CC1=C(C(=O)Nc2ccccc2)C(c2ccccc2)N2C(=O)CSC2=N1 (stereo not given)	3	0.5	-7	x	-4	7	-5	-0.8	-10	3
COc1ccccc1NC(=O)CC(=O)CSc1nnc(-c2ccc(C)cc2)n1C	3	-0.5	-6	x	0	9	12	i	-3	-4
Cc1cc(NC(=O)C(Cl)(Cl)Cl)no1	4	0.1	1	0.8	0	0	20	-0.3	1	4
CC(C)Cn1c(CN(C)Cc2ccccc2)nc2c1c(=O)n(C)c(=O)n2C	9	-1.5	1	1.2	-1	20	16	0.2	-3	4
CCN(CC)S(=O)(=O)c1ccc(O)c(C(=O)OCC(=O)N2CCCC2)c1	4	-0.2	4	0.7	14	2	-3	-0.1	1	-4
Oc1cccc(CCc2ccccn2)c1	11	-0.4	x	3.0	-2	-1	x	i	-9	x
NC(=O)CC[C@H](NC(=O)[C@H](Cc1ccccc1)n1c(=O)[nH]c2ccccc2c1=O)C(=O)N1CCC[C@H]1C(=O)O	-4	9.9	-2	0.7	-6	-5	16	-0.4	0	1
O=C(Cc1ccccc1)Nc1ccc(NC(=O)c2ccccc2)c(Cl)c1	-10	6.9	x	2.8	-12	-3	27	-0.6	-5	1
CCOC(=O)c1sc(NC(=O)c2ccccc2F)c(C(N)=O)c1C	33	-1.5	-10	x	0	8	2	-0.6	-5	0
CCOC(=O)N1CCC2(CC1)C(C(=O)C13CC4CC(CC(C4)C1)C3)C2(C#N)C#N (stereo not given)	-7	13	-8	x	-8	5	-1	-0.2	-12	-3
CCCN=C1N(C)C[C@@H]2[C@@H]3C(=O)N(Cc4ccccc4)C(=O)[C@@H]3[C@](C)(C(=O)OC)N12	4	-0.3	x	x	4	5	x	i	-11	x
COc1ccc(C(C)NC(=O)C2CCCC2)cc1OC (stereo not given)	3	0.9	2	1.7	4	-1	21	-0.2	3	-5
O=C(NCc1cccnc1)c1cc(C2CCCN(C(=O)c3cccs3)C2)on1 (stereo not given)	x	x	x	-9.7	2	0	x	i	x	x
CCC(CC)NC(=O)Nc1ccccc1C(F)(F)F	3	-0.8	6	1.4	-6	5	4	-0.4	-7	1
O=C(O)Cn1ncc2ccccc2c1=O	-3	0.2	7	-0.4	-7	4	8	-0.8	2&-12	2
CCN(CC)S(=O)(=O)c1cccc(C(=O)N/N=C2\CCCC(=O)C2)c1	-34	-0.2	0	-2.3	-4	7	1	i	x	3
O=C(N/N=C/c1ccc2c(c1)OCO2)c1cc(-c2ccc(F)cc2)nc2ccccc12	-9	0.5	-12	1.0	-4	5	22	-0.6	x	5
CCCC(=O)Nc1ccc(Cl)c(NC(=O)c2cccc(OC)c2)c1	8	0.0	-7	x	0	-13	4	-0.1	5	2
Cc1ccc(Cn2ccc(NC(=O)c3cc4nc(-c5ccco5)cc(C(F)(F)F)n4n3)n2)cc1	11	-0.2	-10	x	0	2	27	i	-10	1
CCOc1ccc(CC2c3cc(OCC)c(OCC)cc3CCN2C(=O)CN2CCN(C)CC2)cc1OCC (stereo not given)	4	-0.2	3	0.8	-3	-6	28	-0.6	-1	4
COc1ccc(C(=O)C2CCN(CC(=O)Nc3ccc(OC)cc3OC)CC2)cc1	0	-0.8	0	2.2	-3	-2	-23	0.9	-2	2
O=S(=O)(c1ccc(OC(F)(F)F)cc1)N1CCCC(N2CCOCC2)C1 (stereo not given)	5	0.7	-1	-3.6	9	2	12	-0.3	-1	-3
CC1CCN(CCCCOc2ccccc2[N+](=O)[O-])CC1	-9	1.0	1	x	1	-4	17	i	-4	-1
Cc1cc(C)nc(SCC(=O)NNC(=O)c2cccs2)n1	-18	-1.7	-8	-0.1	-1	3	12	0.8	-6	7
CN(C(=O)COc1ccccc1)c1ccc([N+](=O)[O-])cc1	9	x	x	0.1	-2	8	x	2.9	x	x
COC(=O)C1CC2=C(CCCC2=O)NC1=O (stereo not given)	6	0.8	x	1.0	-4	-1	x	-2.2	-1	x
CN(C)CCCNc1ncnc2sc(-c3ccccc3)cc12	9	0.9	-14	4.5	-2	-21	42	-3.7	5	-8
COc1cc(OC)c(OC)cc1CN1CCCC(C(=O)N2CCCCC2)C1 (stereo not given)	5	0.4	-4	x	-3	6	2	i	0	-1
Cc1cccc(Nc2ccncc2S(N)(=O)=O)c1	10	x	4	0.2	1	-6	x	i	-1	x

# Full records, quoted from the list. Order of values: MazEF act, PfHsp40 rescue, Rv3671c inh, TcdB GH inh, Anthrax LF prot, Yp Topo-I inh, DUSP3 inh, BH1578 lux ind, SSB-PriA inh, SARS 3CLpro inh
# Results for O=S(=O)(Nc1ccc(N2CCCCC2)cc1)c1cccc2cccnc12 : 0, -2.2, 2, x, -14, 4, 5, 0.7, 2, -1
# Results for O=C(NCc1cccnc1)c1cc(C2CCCN(C(=O)c3cccs3)C2)on1 (stereo not given) : x, x, x, -9.7, 2, 0, x, i, x, x
# Results for CCCOc1ccc(N2C(=O)CC(SC(=NC)Nc3ccc(F)cc3)C2=O)cc1 (stereo not given) : -9, -1.4, 4, x, 2, 6, 10, -0.3, -14, -2
# Results for O=C(Cc1ccccc1)Nc1ccc(NC(=O)c2ccccc2)c(Cl)c1 : -10, 6.9, x, 2.8, -12, -3, 27, -0.6, -5, 1

# Later entries.
canonical_smiles	MazEF act	PfHsp40 rescue	Rv3671c inh	TcdB GH inh	Anthrax LF prot	Yp Topo-I inh	DUSP3 inh	BH1578 lux ind	SSB-PriA inh	SARS 3CLpro inh
O=C(O)CCc1ccc(-c2ccc(F)cc2)n1CC1CCCO1 (stereo not given)	6	-0.5	7	x	-1	3	-16	-0.3	-13	3
C/C(Cl)=C\Cn1c(NCCCn2ccnc2)nc2c1c(=O)n(C)c(=O)n2C	-1	-0.6	-3	x	x	5	36	1.1	10	-5
CC(C)CNc1nc2c(c(=O)n(C)c(=O)n2C)n1Cc1cccc(Br)c1	-2	0.0	8	x	0	12	13	-3.4	-2	-8
Cc1c(C(=O)N2CCCCC2)c(S(=O)(=O)Nc2cccc(Br)c2)c(C)n1C	9	-0.3	4	-0.1	-7	2	-12	i	17	0
CC(C)C(NC(=O)C(C(C)C)N(C)C)C(=O)N(C)C(C(=O)N1CCCC1C(=O)N1CCCC1C(=O)NCc1ccccc1)C(C)C (stereo not given)	-14	1.7	x	-0.8	-4	-15	x	1.0	-5	x
COc1ccc(-c2cc(C(=O)NCc3cccs3)no2)cc1	-3	-1.0	-1	0.9	4	-1	-8	-0.3	5	1
O=C(N/N=C1\NC(=O)C(CO)(CO)S1)c1ccccc1	-3	-0.2	-4	1.0	3	-1	18	-0.5	x	-1
Cc1ccc2nc(-c3cccc(-c4cccc(Cl)c4)c3)c(NCc3ccccc3)n2c1	-1	2.0	8	0.4	-10	7	x	i	-6	x
Oc1ccc(-c2cn3c(n2)SCC3)cc1O	11	-0.8	-15	x	-5	-2	6	-0.7	4	-2
C(=N\n1c2ccccc2c2ccccc21)/c1ccccc1	-14	-0.4	-13	1.1	-6	0	8	-0.3	x	-2
CCOC(=S)SCC(=O)N1CCc2cc(OC)c(OC)cc2C1C1C(=O)CC(C)(C)CC1=O (stereo not given)	2	-0.8	2	x	0	0	-13	i	9	-4
O=c1c(Br)c(N2CCOCC2)cnn1-c1ccccc1	1	-1.0	7	0.1	2	-9	3	-0.3	-16	1
CC(O)(c1cccnc1)c1nc(-c2cccc(F)c2)cs1 (stereo not given)	x	x	x	5.9	-1	-4	x	0.7	x	x
CCOc1ccc(C=O)cc1CN1CCCCC1	6	0.8	0	x	-1	7	-28	-0.8	-9	1
CN(CC(=O)NCCc1ccccc1)S(=O)(=O)c1cccs1	-3	-1.0	-3	x	5	-4	-2	i	-3	4
CC1CCCCC1NC(=O)C1CCN(S(=O)(=O)N2CCC3(CC2)OCCO3)CC1 (stereo not given)	2	-0.8	-9	x	-1	-3	3	i	9	-2
CCOC(=O)c1c(-c2ccccc2)csc1NC(=O)COc1ccc2c(C)cc(=O)oc2c1	2	-0.3	-1	-0.2	0	-6	-5	-0.2	-11	-3
CCN1C=C(C(=O)OC)C(c2cccc(OC)c2OC)C(C(=O)OC)=C1	1	-0.2	0	1.3	-2	-4	12	1.7	-3	-1
Cc1ccccc1NC(=S)N(CCN(C)C)C(C)c1ccco1 (stereo not given)	-6	0.2	-4	0.9	1	2	-2	i	-17	-1
O=C1CN(Cc2cc(=O)oc3cc4c(cc23)CCC4)CCN1	2	0.0	-4	0.7	-1	2	24	i	-16	2
CC(=O)C1=C(O)C(=O)N(C2CCCCC2)C1c1ccccc1 (stereo not given)	-3	0.2	-9	x	1	-9	4	i	-8	3
CN(C)CCN1C(=O)C(O)=C(C(=O)c2cc3ccccc3o2)C1c1ccc(N(C)C)cc1 (stereo not given)	11	-0.5	-1	-2.2	0	4	3	-0.5	1	-8
Cc1ccc(S(=O)(=O)N2CC=C(C(=O)NCc3ccc(F)cc3)CC2)cc1	x	3.7	0	0.6	3	12	-7	-0.5	x	-1
